ssDAF12 agonist = S. stercoralis DAF-12 activation, primary screen; HEK293 ssDAF-12/GRIP1 lit1-tk-luc reporter, luminescence; % of 3 µM dafachronic acid response; activation, % at 6.8 µM; 370,000 compounds, 1% hits; AID 652126;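 active = activation above the mean over all tested compounds plus 3 SD, cut at about 0.9% in these data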;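 note: 0% = DMSO-only wells and 100% = 3 µM delta7-dafachronic acid wells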
ADAM10 inh = inhibits human ADAM10. AID 720582. recombinant ADAM10, EDANS/DABCYL FRET peptide cleavage, 3 h. inhibition, % at 7 µM. 370,000 compounds, 0.62% hits;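 active = inhibition above a per-campaign cutoff equal to the mean of compounds falling between control-based bounds plus 3 SD, cut at about 20% in these data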;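 note: 0% = DMSO wells while the 100% control is not disclosed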
GAA850 FXN act = activators of GAA850 frataxin (FXN) promoter; HEK293 lucGAA850 FXN promoter luciferase reporter, 24 h; percent of 10 µM SAHA response; activation, % at 6 µM; 360,000 compounds, 0.56% hits;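 active = activation above the average of all compounds screened plus 3 SD, cutoff fixed separately per campaign, cut at about 7.5% in these data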;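 note: 0% = DMSO wells and 100% = 10 µM SAHA wells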
DAX1 inh-1 = inhibits human nuclear receptor DAX1. P51843. inhibition, % at 6.75 µM. AID 504766. HEK293 Gal4-DAX1 luciferase reporter, luminescence. 340,000 compounds, 0.99% hits;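 active = inhibition above the mean over all tested compounds plus 3 SD, cut at about 4.2% in these data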;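 note: 0% = DAX1-transfected cells with DMSO and 100% = empty-vector control cells with DMSO; inhibition shows as a rise in luminescence from relieved DAX1 repression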
NPR1 activator = GC-A (human) enzyme activation; HEK293 GC-A cells, cGMP TR-FRET, EC30 ANP; 0% at EC30 ANP, 100% saturating ANP; AID 1671463; activation, % at 10 µM; 370,000 compounds, 0.14% hits; P16066; in the data active = activation above about 40%
Target sequence (P16066 whole entry, looked up): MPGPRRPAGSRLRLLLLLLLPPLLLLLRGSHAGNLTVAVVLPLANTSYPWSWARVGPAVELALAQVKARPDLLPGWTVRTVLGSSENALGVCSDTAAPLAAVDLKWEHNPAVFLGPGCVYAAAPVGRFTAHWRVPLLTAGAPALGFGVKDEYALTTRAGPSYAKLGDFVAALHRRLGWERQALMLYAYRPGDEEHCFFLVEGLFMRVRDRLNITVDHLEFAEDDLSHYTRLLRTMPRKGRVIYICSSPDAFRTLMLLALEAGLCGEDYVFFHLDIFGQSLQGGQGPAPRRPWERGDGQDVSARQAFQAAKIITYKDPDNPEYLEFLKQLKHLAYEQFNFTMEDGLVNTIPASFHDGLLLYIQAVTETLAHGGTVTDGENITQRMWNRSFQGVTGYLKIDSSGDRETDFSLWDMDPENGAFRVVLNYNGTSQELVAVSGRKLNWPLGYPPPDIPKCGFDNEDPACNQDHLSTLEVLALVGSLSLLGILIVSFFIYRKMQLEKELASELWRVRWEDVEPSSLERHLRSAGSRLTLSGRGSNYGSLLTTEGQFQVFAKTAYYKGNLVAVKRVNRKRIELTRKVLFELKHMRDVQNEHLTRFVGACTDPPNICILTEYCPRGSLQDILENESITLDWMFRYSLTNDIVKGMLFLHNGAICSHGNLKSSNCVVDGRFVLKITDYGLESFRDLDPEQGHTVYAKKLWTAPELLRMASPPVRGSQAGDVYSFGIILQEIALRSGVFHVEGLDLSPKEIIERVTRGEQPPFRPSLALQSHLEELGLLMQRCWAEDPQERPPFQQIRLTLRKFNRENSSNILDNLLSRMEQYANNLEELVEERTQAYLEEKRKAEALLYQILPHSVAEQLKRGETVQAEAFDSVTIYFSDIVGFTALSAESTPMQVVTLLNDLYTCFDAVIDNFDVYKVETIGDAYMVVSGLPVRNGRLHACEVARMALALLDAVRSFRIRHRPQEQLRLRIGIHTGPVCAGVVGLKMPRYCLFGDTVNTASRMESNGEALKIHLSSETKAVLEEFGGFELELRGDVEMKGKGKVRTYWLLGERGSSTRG
hcDAF-12 act = H. contortus DAF-12 activation, primary screen; HEK293 hcDAF-12 lit1-tk-luc reporter, luminescence; 0% DMSO, 100% Δ7-dafachronic acid; activation, % at 6.8 µM; 370,000 compounds, 1.4% hits; AID 652067;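 active = activation above the mean of all tested compounds plus 3 SD, cut at about 5.5% in these data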;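 note: 100% = response to 3 µM Δ7-dafachronic acid high control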
SMARCA2 activ = increases SMARCA2 function in MMTV reporter cells; MG213 cells, MMTV-luciferase reporter, dexamethasone, overnight; activation, % at 9.1 µM; 370,000 compounds, 1% hits; in the data active = activation above about 7.8%;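 note: 0% = vehicle wells and 100% = reference activator wells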
hgDAF-12 ag = agonists of H. glycines DAF-12 nuclear receptor | HEK293 GAL4-hgDAF12 UAS-luciferase reporter, agonist luminescence; normalized to butyrate control | activation, % at 6.8 µM | 370,000 compounds, 1.8% hits | AID 687014;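 active = activation above a cutoff set at the mean of all screened compounds plus 3 SD, cut at about 10% in these data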;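 note: 0% = DMSO wells and 100% = sodium butyrate wells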
PG9 binder = small molecules binding HIV-1 gp120 antibody PG9 | TR-FRET gp120-PG9 antibody binding | inhibition, % at 6.7 µM | 360,000 compounds, 0.43% hits; in the data active = inhibition above about 8.5%
ADAM17 inh = inhibitors of human ADAM17; P78536; recombinant ADAM17, EDANS/DABCYL FRET peptide cleavage; inhibition, % at 6.95 µM; 370,000 compounds, 0.83% hits; AID 720648;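 active = inhibition above the mean of compounds lying between control limits plus 3 SD, set per campaign, cut at about 8.5% in these data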;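 note: 0% = DMSO-only wells as the low control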
DAX1 inh-2 = blocks DAX1 repression of SF-1 activated StAR promoter; AID 652010; inhibition, % at 6.8 µM; 370,000 compounds, 1.1% hits; HEK293T StAR-luciferase reporter, SF-1/DAX-1 repression relief;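 active = inhibition above the mean over all tested compounds plus 3 SD, cut at about 3.6% in these data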;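 note: 0% = DAX-1 cells with DMSO and 100% = cells lacking DAX-1 with DMSO; higher inhibition means more luminescence from relief of DAX-1 repression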
* = called active by the depositor; . = no result given; & = joins results of further samples.

SMILES | ssDAF12 agonist | ADAM10 inh | GAA850 FXN act | DAX1 inh-1 | NPR1 activator | hcDAF-12 act | SMARCA2 activ | hgDAF-12 ag | PG9 binder | ADAM17 inh | DAX1 inh-2
COc1ccc(N(CCN2C(=O)c3ccccc3C2=O)C(=O)c2cccc([N+](=O)[O-])c2)cc1 | -1.5 | -1 | 3.1 | -1.0 | -9 | -2.9 | 1 | -1.3 | -4.0 | 5 | -0.7
CCOC(=O)c1ccc(N2CCN(c3ccc(F)cc3)CC2)c(NC(=O)Nc2cccc(OC)c2)c1 | -1.3 | 3 | -1.5 | 2.7 | -2 | -1.1 | -1 | 0.1 | -2.3 | 5 | 0.6
CCc1ccc(-c2nc(-c3ccncc3)no2)cc1 | 0.7 | 3 | 2.4 | 0.5 | -4 | 8.2* | 4 | 11* | 1.0 | 1 | 3.5
Cc1ccc(OCc2nc(-c3ccc(-n4cccc4)cc3)no2)cc1C | -1.3 | -4 | -0.1 | -0.4 | -6 | -2.0 | -2 | 0.2 | -1.7 | 2 | 0.7
NC(=O)CC1NC(=O)c2cc([N+](=O)[O-])cc(I)c2OCCC(C(N)=O)NC(=O)[C@@H]2CCCN2C1=O (stereo not given in full) | -1.2 | 7 | . | . | 0 | 0.5 | 1 | 0.0 | 3.0 | 2 | -0.3
O=[N+]([O-])c1ccc(NCCNS(=O)(=O)c2ccccc2)c(C(F)(F)F)c1 | -0.7 | 9 | 1.0 | -0.9 | -2 | -0.4 | 1 | -2.0 | -0.8 | 2 | -0.7
O=C(N/N=C/c1cccnc1)c1ccc(NC(=O)c2ccc(Cl)cc2)cc1 | -0.7 | -3 | 0.1 | -0.7 | -2 | -1.5 | -2 | 3.1 | 0.1 | -2 | -0.8
CC(NC(=O)c1ccc(NC(=O)c2ccco2)cc1)c1ccccc1 (stereo not given) | -1.3 | -2 | 0.7 | -0.1 | -1 | -2.1 | 0 | 2.1 | 0.5 | -1 | 0.5
Cc1ccn2c(Cc3ccccc3)c(-c3ccccc3)nc2c1 | -0.6 | -50 | 5.1 | 3.3 | 6 | 3.8 | 1 | 11* | -0.8 | -17 | 5.5*
CCc1ccc(OCC(=O)Nc2ncc3c(n2)CC(C)(C)CC3=O)cc1 | -1.4 | 5 | -0.1 | -0.3 | -4 | -2.2 | -3 | 1.0 | -2.9 | 0 | 0.6
O=C(NCCCN1CCOCC1)c1cc(-c2ccccc2)nc2ccccc12 | -0.4 | -27 | -0.4 | 1.1 | -1 | 0.1 | 0 | 1.5 | 1.6 | -5 | 0.2
CCCn1cc(S(=O)(=O)c2ccccc2)c(=O)c2cc(OCC)ccc21 | -1.4 | -24 | -0.1 | 0.6 | 0 | 1.4 | -3 | 0.9 | 0.5 | -8 | -0.2
O=C(O)C(Cc1c[nH]c2ccccc12)NS(=O)(=O)c1ccc(Br)cc1 (stereo not given) | 0.0 | -2 | 2.7 | 0.4 | 9 | 5.1 | -1 | 3.5 | 0.3 | -9 | 0.3
COc1ccc(-c2c(C#N)c(N)nc3sc(C(=O)c4ccccc4)c(N)c23)cc1 | -1.5 | -5 | 2.5 | 0.5 | -5 | -2.4 | -1 | 1.8 | -1.0 | -1 | -0.1
COc1ccc([C@H]2CC(=O)C=C(c3cc4ccccc4s3)C2)cc1 | -1.2 | -5 | -0.9 | 0.9 | 0 | 0.8 | 0 | -1.5 | -1.5 | -1 | 0.3
O=C(NCc1n[nH]c(=S)n1-c1ccc(F)cc1)c1ccc(S(=O)(=O)N2CCCC2)cc1 | 0.7 | -1 | 1.4 | 0.4 | 2 | 2.5 | -2 | 0.3 | 0.0 | -4 | 0.4
O=C(NCc1ccc(F)cc1)c1cc(C2CCCN(C(=O)c3ccccn3)C2)on1 (stereo not given) | -1.4 | 3 | 0.6 | . | -2 | -0.3 | -2 | 0.3 | 0.8 | 5 | 1.0
COc1ccc(C)cc1-n1ccn(CC(=O)Nc2ccc(Br)cc2F)c(=O)c1=O | -0.6 | -6 | 1.6 | 0.8 | 1 | 0.5 | -3 | -2.9 | 1.3 | -5 | -0.1
CN(CC(=O)Nc1cccc(F)c1)C(=O)c1ccc(OCc2ccccc2)cc1 | -1.6 | 0 | -0.8 | -1.3 | 5 | -1.4 | -4 | 3.3 | -1.8 | -3 | -2.1
O=C(COC(=O)/C=C/c1ccc(F)cc1)Nc1ccc(S(=O)(=O)N2CCOCC2)cc1 | -2.0 | -5 | 0.4 | -1.0 | -3 | 0.6 | -3 | -0.5 | -0.4 | -1 | -1.1
O=C(Nc1ccccc1)Nc1ccc(F)cc1F | -1.5 | 4 | 3.3 | -0.2 | 1 | 0.1 | 2 | 3.3 | 0.3 | 3 | 0.6
CN(C)CCN(C(=O)c1ccc2ccccc2c1)c1nc2cc3c(cc2s1)OCCO3 | 0.1 | -6 | 3.6 | 0.9 | -4 | 1.3 | 1 | 7.8 | 0.2 | -4 | 3.7*
O=C(N/N=C\c1ccccc1OCc1ccccc1)c1ccco1 | -1.5 | -12 | 1.3 | 2.6 | -9 | -0.3 | -1 | 5.1 | -0.7 | -2 | 0.3
CCOc1ccc(NC(=O)CSc2nc(=O)n(Cc3ccccn3)c3c2CCC3)cc1 | -0.3 | -1 | -0.5 | -0.9 | 1 | -1.7 | -4 | 0.0 | 1.3 | -5 | -2.0
CN(C)c1ccc(C(=O)N2CCCC(CCC(=O)N3CCN(c4ccccn4)CC3)C2)cc1 (stereo not given) | -1.3 | -9 | 0.9 | -0.5 | -2 | -1.4 | -1 | -1.1 | 0.0 | -1 | -3.9

Pulled by compound from the list above:
SMILES | ssDAF12 agonist | ADAM10 inh | GAA850 FXN act | DAX1 inh-1 | NPR1 activator | hcDAF-12 act | SMARCA2 activ | hgDAF-12 ag | PG9 binder | ADAM17 inh | DAX1 inh-2
COc1ccc(C)cc1-n1ccn(CC(=O)Nc2ccc(Br)cc2F)c(=O)c1=O | -0.6 | -6 | 1.6 | 0.8 | 1 | 0.5 | -3 | -2.9 | 1.3 | -5 | -0.1
Cc1ccc(OCc2nc(-c3ccc(-n4cccc4)cc3)no2)cc1C | -1.3 | -4 | -0.1 | -0.4 | -6 | -2.0 | -2 | 0.2 | -1.7 | 2 | 0.7

(continued)
SMILES | ssDAF12 agonist | ADAM10 inh | GAA850 FXN act | DAX1 inh-1 | NPR1 activator | hcDAF-12 act | SMARCA2 activ | hgDAF-12 ag | PG9 binder | ADAM17 inh | DAX1 inh-2
O=P(c1ccccc1)(c1ccccc1)c1cc(Br)cc(Br)c1OCCO | -0.9 | 5 | 4.4 | 1.0 | -54 | 0.1 | -2 | -1.3 | 1.2 | 1 | -0.3
CN(C(=O)CSc1nnc(-c2cccc(F)c2)n1N)C1CCS(=O)(=O)C1 (stereo not given) | -1.0 | -5 | 0.2 | 0.5 | -4 | -1.5 | -4 | -2.1 | -1.5 | -7 | 0.3
O=c1[nH]c(CSc2nc3ccccc3s2)nc2cc(Cl)ccc12 | -1.0 | 6 | . | . | -5 | 3.2 | -2 | 0.2 | -1.4 | 3 | 1.0
CCOc1cc(/C=N/n2cnnc2)ccc1OC(=O)c1cccc([N+](=O)[O-])c1 | -1.0 | -1 | 0.8 | 0.6 | -4 | -0.2 | -4 | -0.1 | 2.4 | -2 | -0.4
COc1ccc(-c2nc3cc(C)ccn3c2NCc2ccc3c(c2)OCO3)cc1 | -0.7 | -154 | 1.9 | -1.1 | 9 | 0.8 | 5 | 3.7 | -3.4 | -59 | -0.2
Cc1ccc(S(=O)(=O)NCCc2nnc(SCc3cccnc3)n2C)cc1 | -0.8 | -4 | -0.8 | 0.3 | -3 | 1.0 | 2 | 0.1 | 2.6 | 2 | 0.2
CCC(CC)NC(=O)/C=C/c1ccccc1Cl | -0.9 | 2 | 6.0 | 1.0 | 1 | 1.2 | 2 | 5.8 | 0.3 | 1 | 1.0
CCC(=O)c1ccc(OCC(O)CN(CCc2ccccc2)Cc2ccccc2)cc1 (stereo not given) | -1.6 | 18 | 5.7 | -0.2 | -4 | -1.7 | -2 | -0.6 | 0.8 | 9.3* | -1.3
Cc1nc(C(F)(F)F)ccc1C(=O)N1CCC1(C)C(=O)NS(=O)(=O)c1cccc(F)c1 (stereo not given) | -0.1 | -4 | 1.1 | . | 6 | -0.2 | 4 | 0.8 | -0.3 | -2 | 0.2
Cc1ccc(S(=O)(=O)Nc2ccc(Oc3cccnc3)nc2)cc1 | -1.3 | 5 | 1.3 | -1.2 | -1 | -2.0 | -3 | 0.3 | 0.4 | -3 | -0.1
c1ccc(CN2CCN(c3cnc4ccccc4n3)CC2)cc1 | -0.8 | -27 | 4.1 | 1.8 | 1 | 1.5 | 7 | 4.9 | -3.4 | -13 | -0.7
COC(=O)Cc1[nH]n(-c2nc3ccccc3s2)c(=O)c1C(C)=O | -1.4 | -4 | -3.0 | 0.3 | 4 | -0.4 | -2 | -2.3 | -0.1 | -6 | -0.3
C(=NC12CN3CN(CN(C3)C1)C2)c1ccc2c(c1)OCO2 | -0.7 | 2 | 1.1 | 0.3 | -2 | -1.2 | 0 | -1.1 | 0.2 | -3 | -0.6
O=C(NCCS(=O)(=O)N1CCN(c2ccccc2)CC1)c1ccccc1F | -1.0 | -8 | 1.0 | -1.0 | -3 | -1.4 | -1 | 2.2 | -2.2 | -3 | -0.9
Cc1cccc(C)c1OCc1cc(C(=O)N(Cc2c(C)nn(C)c2C)C2CC2)no1 | -2.1 | -2 | -1.6 | -1.7 | 3 | -5.5 | -3 | -7.6 | 1.3 | -2 | -1.1
CCN(CC)CCCNc1nc(CN2CCOCC2)nc2sc3c(c12)CCC3 | -1.5 | -9 | 0.4 | 1.2 | -1 | -1.0 | -1 | -2.4 | -2.6 | -6 | 0.3
CC/C(=C/c1sc2ccc(C)cc2[n+]1CCCS(=O)(=O)[O-])SC | -0.6 | 2 | . | . | 1 | 1.3 | 0 | -5.1 | -0.8 | -4 | 0.6
O=C(NCc1nnc(SCC(=O)N2CCCCCC2)o1)c1ccccc1F | -1.0 | 2 | 0.5 | 0.8 | 7 | -0.3 | -2 | 1.9 | -2.2 | 2 | 0.0
CCOC(=O)C1=C(COC(=O)c2cccc(Cl)c2)NC(=O)NC1C (stereo not given) | -1.0 | -4 | 0.5 | 1.2 | 11 | -0.5 | 0 | -1.0 | 0.0 | -1 | 1.7
COc1ccc(C(C(=O)NC2CCCC2)N(CC2CCCO2)C(=O)Cc2cccs2)cc1OC (stereo not given) | -1.3 | 3 | 4.0 | -0.7 | -6 | -1.3 | 1 | -1.6 | -1.3 | -1 | -0.3
COCCCNC(=O)c1ccc(Cn2c(=O)c3ccccc3n(Cc3ccc(C(C)C)cc3)c2=O)cc1 | -1.2 | -2 | . | . | -1 | -2.8 | 1 | 0.1 | . | -2 | 0.4
CC(C)CSc1nc2c(c(=O)[nH]c(=O)n2C)n1CCc1ccccc1 | -0.7 | 0 | 3.7 | 0.8 | -5 | -0.5 | -1 | -1.8 | 0.1 | -4 | -1.2
Cc1cccc(C(=O)NC(=S)NC(C)c2ccccc2)c1 (stereo not given) | -0.5 | 4 | 0.8 | . | 2 | -0.3 | 2 | 1.4 | 1.9 | 2 | -0.9
COc1cccc(OCC(O)CN2CCN(c3ccccc3)CC2)c1 (stereo not given) | -1.0&-0.5 | 0&2 | 1.4&0.1 | 1.2&1.5 | 2&-2 | -0.5&-1.2 | -2&0 | 1.0&-0.9 | -1.2&0.0 | -2&8 | 0.3&0.9
